# Screens from PubChem.
# mABHD4 FP: ABHD4 (mouse) inhibition, primary FP screen | Q8VD66 | purified mABHD4, FP-Rh probe fluorescence polarization | inhibition, % at 8.92 µM | 0.54% of 370,000 active;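 active means inhibition exceeding the mean over every tested compound plus 3 SD, cut at about 30% in these data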;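 further: 0% = plate median of compound wells and 100% = S159A mutant with DMSO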
#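 Test system: mABHD4 protein | Buffer or medium: HEPES pH 7.0 buffer, 150 mM NaCl, 0.01% Pluronic F-127 | Probe or stimulus: FP-Rh fluorescent activity-based probe, added after compound pre-incubation | Timing: Pre-incubation 45 min, probe exposure 60 min, at 25 °C | Technique: Fluorescence polarization, excitation 525 nm, emission 598 nm, BODIPY TMR filters | Repeats: Single well per compound (singlicate)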
# HTRA1 inh: HTRA1 (human) protease inhibition. Q92743. recombinant HTRA1, FP-rhodamine activity-based probe, fluorescence polarization. inhibition, % at 5.96 µM. 0.5% of 340,000 active; in the data active means inhibition above about 36%;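 further: 0% = enzyme with DMSO and 100% = wells lacking enzyme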
# PRMT1 FP inh: inhibitors of human PRMT1 | recombinant PRMT1, activity-based probe fluorescence polarization | 1.3% of 370,000 active | inhibition, % at 2.79 µM | AID 652257 | Q99873;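 active means inhibition above about 21% made by adding two undisclosed values, limit read from the data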
# Target sequence (Q99873 whole entry, looked up): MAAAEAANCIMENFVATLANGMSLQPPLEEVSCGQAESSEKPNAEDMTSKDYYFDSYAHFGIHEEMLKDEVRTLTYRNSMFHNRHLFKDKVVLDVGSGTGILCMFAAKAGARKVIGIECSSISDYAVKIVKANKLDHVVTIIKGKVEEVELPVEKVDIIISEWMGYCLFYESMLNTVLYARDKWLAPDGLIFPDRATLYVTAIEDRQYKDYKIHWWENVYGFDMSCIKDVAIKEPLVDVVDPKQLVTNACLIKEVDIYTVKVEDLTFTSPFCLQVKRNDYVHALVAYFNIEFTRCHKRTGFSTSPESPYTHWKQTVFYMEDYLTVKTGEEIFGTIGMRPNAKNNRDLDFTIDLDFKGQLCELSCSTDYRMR
# rCAG binder: binds r(CAG) RNA repeats; 1.3% of 370,000 active; inhibition, % at 3 µM; AID 651821; r(CAG) RNA repeat, TO-PRO-1 dye displacement fluorescence;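 active means inhibition above the plate cutoff, the mean of all test compounds on that plate plus 3 SD, cut at about 35% in these data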;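 further: 0% = DMSO alone and 100% = 100 µM mitoxantrone as full dye displacement; higher means more dye released from RNA so lower well fluorescence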
# MBD2 DNA inh: inhibitors of human MBD2 binding to methylated oligonucleotide; AID 686964; inhibition, % at 4.4 µM; Q9UBB5; TR-FRET; 0.31% of 370,000 active; in the data active means inhibition above about 13%
# PG9 binder: small molecules binding HIV-1 gp120 antibody PG9; 0.43% of 360,000 active; AID 624416; TR-FRET gp120-PG9 antibody binding; inhibition, % at 6.7 µM; in the data active means inhibition above about 8.5%
# NR1D1 modulator: Rev-erb alpha (human) modulation; P20393; Rev-erbα–FITC-DNA binding, fluorescence polarization, 90 min; activity, % at 10 µM; 0.79% of 370,000 active; AID 1259318;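 active means activity above about 14%, limit read from the data; passing the limit was not always enough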;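 further: 0% = DMSO wells with 35 nM protein and 100% = DMSO wells with 750 nM protein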
# Target sequence (P20393 whole entry, looked up): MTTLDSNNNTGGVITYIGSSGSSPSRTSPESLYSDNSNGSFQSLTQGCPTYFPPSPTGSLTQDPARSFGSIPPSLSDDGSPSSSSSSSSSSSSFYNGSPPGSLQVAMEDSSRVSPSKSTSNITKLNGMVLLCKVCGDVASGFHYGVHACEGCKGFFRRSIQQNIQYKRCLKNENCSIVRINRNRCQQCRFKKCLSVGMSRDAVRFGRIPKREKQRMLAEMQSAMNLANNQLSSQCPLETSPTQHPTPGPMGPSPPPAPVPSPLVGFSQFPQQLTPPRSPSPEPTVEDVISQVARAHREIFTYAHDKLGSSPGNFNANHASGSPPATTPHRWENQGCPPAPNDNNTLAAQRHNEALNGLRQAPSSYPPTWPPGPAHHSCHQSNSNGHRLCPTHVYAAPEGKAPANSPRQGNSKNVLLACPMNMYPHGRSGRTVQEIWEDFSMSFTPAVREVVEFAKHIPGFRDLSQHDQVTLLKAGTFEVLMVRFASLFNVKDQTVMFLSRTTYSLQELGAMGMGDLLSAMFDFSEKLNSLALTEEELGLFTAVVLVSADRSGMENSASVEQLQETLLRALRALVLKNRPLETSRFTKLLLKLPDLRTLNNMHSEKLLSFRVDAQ
# TCR CD3 inh: blocks the human TCR-CD3 interaction; TAMRA-labeled TCR probe fluorescence, biochemical; AID 651800; inhibition, % at 9.4 µM; 0.37% of 360,000 active; in the data active means inhibition above about 19%;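 further: recombinant mutant TCR 2C K166C tagged with TAMRA read by polarization; 0% = receptor in buffer alone and 100% = receptor with positive control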
# UHRF1 MBD2 ctr: blocks human UHRF1 binding to methylated DNA; 0.75% of 370,000 active; inhibition, % at 4.4 µM; UHRF1 binding to methylated oligo, TR-FRET; AID 687016; Q96T88; in the data active means inhibition above about 21%;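 further: UHRF1 SRA domain binding a hemimethylated CpG hairpin DNA probe; 0% = median of test compound wells and 100% = reference inhibitor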
# LEDGF integ inh: blocks HIV-1 LEDGF/p75-dependent DNA integration. AID 743269. inhibition, % at 3.7 µM. TR-FRET IN-LEDGF/p75 DNA integration, Eu/Cy5. 0.64% of 370,000 active;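 active means inhibition above the screen-wide mean plus 3 SD, cut at about 13% in these data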;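 further: signal is the Cy5 over europium emission ratio at 671 and 618 nm; 0% = plate median of compound wells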
# An asterisk follows results filed as active; . = no result given.
item	SMILES	mABHD4 FP	HTRA1 inh	PRMT1 FP inh	rCAG binder	MBD2 DNA inh
1	CN(C(=O)c1ccc2c(c1)C(=O)N(CCC1=CCCCC1)C2=O)C1CCCCC1	4	-18	-3	2	0
2	Cc1noc(C)c1COC(=O)/C=C/c1ccccc1Cl	-14	-5	11	-5	5
3	Cc1cccc(CN2CCC(C(=O)Nc3ccc(Oc4cccnc4)cc3)CC2)c1	2	-5	10	-6	-2
4	CCOC(=O)Cc1csc(NC(=O)c2c(O)c3ccccc3n(CC(C)C)c2=O)n1	-3	3	1	0	-2
5	O=C(O)CCCNC(=O)/C(=C\C=C\c1ccccc1)NC(=O)c1ccccc1Cl	-2	-5	-2	7	3
6	Cc1nc(-c2ccc([N+](=O)[O-])cc2)c(-c2ccccc2)o1	7	2	5	-4	3
7	CC(=O)c1c(C)nc2ccccc2c1N	0	-6	1	3	0
8	Cc1ccc2ncnc(-c3ccccc3)c2c1	-3	3	-1	-3	0
9	CCCCCC(=O)N1CC2(CC(c3cccc(NC(=O)COc4ccc(Cl)cc4)c3)=NO2)C[C@@H]1C(N)=O (stereo partly drawn)	-8	-21	1	2	-6
10	CCN(CC)C(=S)NC(=O)c1ccc(F)cc1	8	-2	1	-3	27*

item	PG9 binder	NR1D1 modulator	TCR CD3 inh	UHRF1 MBD2 ctr	LEDGF integ inh
1	-0.4	2	0	0	2
2	-2.2	-2	-12	5	-3
3	0.0	-6	2	5	-3
4	1.2	3	1	-5	5
5	-8.8	2	9	-5	3
6	0.6	-2	-4	2	-2
7	-1.9	0	-2	0	0
8	-1.5	2	0	-1	1
9	0.3	-2	10	0	-5
10	-1.8	-4	5	-1	2

item	SMILES	mABHD4 FP	HTRA1 inh	PRMT1 FP inh	rCAG binder	MBD2 DNA inh
11	CCCc1ccc(-c2cc(C(=O)N3CCN(c4ccccn4)CC3)c3ccccc3n2)cc1	-7	-1	7	7	8
12	CSc1ccc(Cl)c(C(=O)NCCOc2cc(C)ccc2C(C)C)c1	-19	-56	0	-4	5
13	O=c1cc(O)nc[nH]1	3	12	1	0	0
14	CCC(CC)C(=O)N(c1ccc(F)cc1)C1C=CS(=O)(=O)C1 (stereo not drawn)	-3	5	-2	0	-6
15	CC1(C)CC(=O)C(Br)=C(O)C1	4	-9	3	0	-2
16	CC(C)c1ccc(/C=C/C(=O)O)cc1	4	-7	1	-1	2
17	COc1ccccc1CNC(=O)CN(c1ccc(C)cc1)S(=O)(=O)c1c(C)noc1C	3	-1	1	-7	-1
18	Cn1c(=O)c2c(nc(CN3CCN(C(=O)c4ccco4)CC3)n2CCCc2ccccc2)n(C)c1=O	0	-3	-1	2	-1
19	CCc1ccc(NC(=O)CSc2ccccn2)cc1	-1	-8	-4	-1	2
20	Cc1ccccc1-c1nc(CN2CCCC(C(=O)NCCCN3CCOCC3)C2)c(C)o1 (stereo not drawn)	2	-3	-1	-3	4

item	PG9 binder	NR1D1 modulator	TCR CD3 inh	UHRF1 MBD2 ctr	LEDGF integ inh
11	0.6	2	-6	6	-1
12	1.4	1	-1	5	-5
13	-1.8	-6	4	1	1
14	-0.9	.	5	1	1
15	2.5	-5	3	1	1
16	-1.3	-4	-7	3	-9
17	-1.9	-1	1	0	0
18	-1.6	-2	7	0	-1
19	-1.8	1	5	1	2
20	-0.2	-1	-8	0	2

item	SMILES	mABHD4 FP	HTRA1 inh	PRMT1 FP inh	rCAG binder	MBD2 DNA inh
21	Cn1c(SCC(N)=O)nnc1C1CCN(S(=O)(=O)c2ccccc2C(F)(F)F)CC1	0	4	-1	-2	1
22	COC(=O)Cc1nnn2c1[C@H](C)[C@@H](OC)c1ccccc1-2	2	.	-3	3	3
23	CCn1c(CNc2ccc(C)cc2)nnc1SCC(N)=O	0	5	-1	4	0
24	COc1cc(/C=N/NC(=O)C(C)n2nnc3ccccc32)ccc1O (stereo not drawn)	1	1	-1	4	2
25	COc1cccc([C@@H]2CC=C(C(=O)O)[C@H](c3ccc(Cl)cc3)N2S(=O)(=O)c2ccc(C)cc2)c1	16	-29	0	64*	-4
26	COc1ccc(NC(=O)c2c[nH]c(=O)n(-c3ccc(C)c(C)c3)c2=O)c(OC)c1	-4	1	0	4	3
27	O=C(NC(=S)Nc1ccccc1Cl)C1CC1	8	-3	3	-4	1
28	O=C(Nc1ccccc1N1CCN(c2ccccc2)CC1)C1CCCCC1	0	-5	-1	-2	0
29	COc1ccccc1CN(CC(=O)NCc1ccco1)C(=O)CNS(=O)(=O)c1ccc(C)cc1	1	-11	3	-7	0
30	CSc1nc(C(=O)N2CCCC(N3CCN(c4ccccc4C)CC3)C2)cs1 (stereo not drawn)	-2	2	2	-13	3

item	PG9 binder	NR1D1 modulator	TCR CD3 inh	UHRF1 MBD2 ctr	LEDGF integ inh
21	1.1	8	3	3	2
22	-1.5	2	2	-1	3
23	1.5	3	4	4	-3
24	-4.0	-5	-3	1	1
25	1.2	3	2	-1	-1
26	-0.5	-2	2	4	1
27	-0.9	6	-5	3	-2
28	-0.6	-4	-1	0	-2
29	-0.5	-5	-6	0	-4
30	-0.2	2	-7	8	1

# Structural class, the entries above containing an NH in an aromatic ring (2)
item	SMILES	mABHD4 FP	HTRA1 inh	PRMT1 FP inh	rCAG binder	MBD2 DNA inh
13	O=c1cc(O)nc[nH]1	3	12	1	0	0
26	COc1ccc(NC(=O)c2c[nH]c(=O)n(-c3ccc(C)c(C)c3)c2=O)c(OC)c1	-4	1	0	4	3

item	PG9 binder	NR1D1 modulator	TCR CD3 inh	UHRF1 MBD2 ctr	LEDGF integ inh
13	-1.8	-6	4	1	1
26	-0.5	-2	2	4	1

# Following part.
item	SMILES	mABHD4 FP	HTRA1 inh	PRMT1 FP inh	rCAG binder	MBD2 DNA inh
31	CCOC(=O)c1c(C)n(OCc2ccccc2)c2ccc3nonc3c12	-2	-8	-1	5	-3
32	Cc1c(C(=O)N2CCOCC2)sc(NC(=O)CCl)c1C#N	10	2	5	2	5
33	O=C(N/N=C/c1ccc2c(c1)OCO2)C(=O)Nc1ccc2ccccc2c1	0	.	-5	-1	-6
34	O=C(Nc1ccccn1)c1ccc([N+](=O)[O-])cc1Cl	1	3	1	-1	-5
35	O=C(COc1nncc2ccccc12)Nc1ccc(F)c(F)c1	2	0	-4	6	-8
36	Cc1ccc(NC(=O)CCS(=O)(=O)c2cccc3nonc23)cc1	3	2	2	5	-5
37	CCCS(=O)(=O)NC(=O)C1(C)CCN(C(=O)c2cccc(C(F)(F)F)c2)C1 (stereo not drawn)	-2	.	5	2	-5
38	OCc1ccccc1-c1cnc2sc(NCc3ccc(F)cc3)nn12	-8	.	0	1	2
39	CC(C)(CO)NC(=O)CC1C(=O)NCCN1Cc1ccc(-c2ccccc2)cc1 (stereo not drawn)	2	-1	-1	-6	-3
40	CC(OC(=O)CN1C(=O)c2ccccc2C1=O)C(=O)N(C)c1ccccc1 (stereo not drawn)	5	2	-4	-6	-4

item	PG9 binder	NR1D1 modulator	TCR CD3 inh	UHRF1 MBD2 ctr	LEDGF integ inh
31	0.4	-10	0	-5	0
32	-2.6	3	-6	0	-3
33	-0.8	-4	-2	-2	1
34	1.1	-1	4	1	1
35	1.9	-5	13	-2	3
36	1.5	-4	-3	-1	0
37	0.4	5	-1	-2	2
38	-1.3	-5	0	0	-1
39	0.8	-4	-2	-2	0
40	0.6	4	12	-1	4

item	SMILES	mABHD4 FP	HTRA1 inh	PRMT1 FP inh	rCAG binder	MBD2 DNA inh
41	Cc1ccc(-c2nc3ccc(Cl)cn3c2CC2CCCCC2)cc1	0	.	-1	2	-3
42	O=C(N/N=C/c1ccc([N+](=O)[O-])o1)c1ccncc1	9	.	3	0	-5
43	COc1ccc(NC(=O)C2CC(c3c(F)cccc3Cl)=NO2)cc1OC (stereo not drawn)	-4	3	0	-4	-1
44	O=C1CCc2ccccc2N1Cc1ccccc1	-3	2	-1	1	-2
45	CC1CCC(NC(=O)c2ccc3c(c2)S(=O)(=O)c2ccccc2C3=O)CC1 (stereo not drawn)	4	7	-3	0	2
46	CCC(=O)N[C@@H]1CC(C(C)(C)NC(=O)CC)CC=C1C (stereo partly drawn)	5	-1	-1	-2	-1
47	CCOC(=O)c1c(NC(=O)C2CCCO2)sc(C(N)=O)c1C (stereo not drawn)	2	5	-1	-3	-4
48	CN1C[C@@H]2[C@@H]3C(=O)N(Cc4ccccc4)C(=O)[C@@H]3[C@](C)(C1=O)N2C(=O)c1ccc(C(F)(F)F)cc1	-2	-2	3	-9	-3
49	CCOC(=O)c1c(C)oc2c1c(C(c1ccncc1)N1CCOCC1)c(O)c1ccccc12 (stereo not drawn)	26	.	7	8	3
50	CC(NC(=O)c1ccc(Br)o1)c1ccccc1 (stereo not drawn)	-2	-7	-2	0	1

item	PG9 binder	NR1D1 modulator	TCR CD3 inh	UHRF1 MBD2 ctr	LEDGF integ inh
41	0.9	5	1	1	1
42	-2.1	6	-2	-2	-4
43	-2.1	2	2	0	0
44	-0.7	1	7	-2	-3
45	-1.4	2	7	-1	0
46	-0.7	3	7	0	-3
47	0.2	-7	7	-2	0
48	0.0	-5	-4	1	3
49	-1.5	7	-3	4	-1
50	-1.8	-6	-6	3	6

# Quoted at random: 5 compounds from above.
item	SMILES	mABHD4 FP	HTRA1 inh	PRMT1 FP inh	rCAG binder	MBD2 DNA inh
48	CN1C[C@@H]2[C@@H]3C(=O)N(Cc4ccccc4)C(=O)[C@@H]3[C@](C)(C1=O)N2C(=O)c1ccc(C(F)(F)F)cc1	-2	-2	3	-9	-3
44	O=C1CCc2ccccc2N1Cc1ccccc1	-3	2	-1	1	-2
46	CCC(=O)N[C@@H]1CC(C(C)(C)NC(=O)CC)CC=C1C (stereo partly drawn)	5	-1	-1	-2	-1
45	CC1CCC(NC(=O)c2ccc3c(c2)S(=O)(=O)c2ccccc2C3=O)CC1 (stereo not drawn)	4	7	-3	0	2
43	COc1ccc(NC(=O)C2CC(c3c(F)cccc3Cl)=NO2)cc1OC (stereo not drawn)	-4	3	0	-4	-1

item	PG9 binder	NR1D1 modulator	TCR CD3 inh	UHRF1 MBD2 ctr	LEDGF integ inh
48	0.0	-5	-4	1	3
44	-0.7	1	7	-2	-3
46	-0.7	3	7	0	-3
45	-1.4	2	7	-1	0
43	-2.1	2	2	0	0

# Additional records follow:
item	SMILES	mABHD4 FP	HTRA1 inh	PRMT1 FP inh	rCAG binder	MBD2 DNA inh
51	CC(=C\C=O)/C(C)=C/CC[C@@H]1O[C@@H]2C[C@@H]3O[C@](C)(C[C@H]4C[C@H](O)[C@@H]5O[C@@H]6C[C@H](O)[C@@H](C)O[C@@]6(C)CC[C@H]5O4)[C@@H](O)CC[C@@]3(C)O[C@H]2[C@@H](O)[C@@H]1C	-4	.	5	.	8
52	COc1ccc2ccccc2c1CNC(=O)CC1C(=O)NCCN1CC(C)(C)C (stereo not drawn)	3	-5	2	-3	-2
53	Cc1ccc(N2C(=O)CCC2=O)c(C)c1	4	2	-1	0	3
54	O=S(=O)(c1cnccc1N1CCN(/N=C/c2ccccc2)CC1)N1CCCCC1	0	4	-2	-1	5
55	CCOC(=O)c1cc(C)sc1NC(=O)CSC1=NCCS1	-9	-14	0	-2	5
56	CCS(=O)(=O)N1CCC2(CC1)OCCN2S(=O)(=O)c1ccc(OC)cc1	2	0	-2	-7	4

item	PG9 binder	NR1D1 modulator	TCR CD3 inh	UHRF1 MBD2 ctr	LEDGF integ inh
51	.	1	.	5	1
52	1.1	2	-1	-2	-2
53	-1.4	0	1	1	-5
54	-2.5	0	5	1	-6
55	-2.4	7	8	0	3
56	0.5	-4	4	-1	4

# This is a subset; count on the stated rates, not on these rows.
